LYP inh 2: PTPN22 phosphatase inhibitors, primary screen, biochemical, DiFMUP fluorescence, 2 µM; inhibition, % at 2 µM; Tyrosine-protein phosphatase non-receptor type 22 (Homo sapiens), Q9Y2R2; AID 640, 2007; 0.21% of 96,000 active; recombinant LYP catalytic domain;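 active means inhibition at 2 µM at or above a set limit, the screen mean plus 3 SD, cut at about 24% in these data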;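 further: 0% = DMSO with enzyme and 100% = enzyme fully blocked by orthovanadate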
PostGolgi ctrl: growth inhibition of yeast control strain, primary screen, counter-screen for post-Golgi transport modulator project. 5% of 98,000 active. efflux-deficient yeast background strain, growth absorbance A615, 16 h. inhibition, % at 10 µM
PostGolgi yeast: phenotypic screen on post-Golgi transport, primary screen. inhibition, % at 10 µM. post-Golgi transport phenotypic cell assay. 0.9% of 98,000 active;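 further: yeast cells grown in 1536-well plates; yeast grown about 18 h at 30C before absorbance read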
S1P2 agonist: S1P2 receptor agonists, primary screen, cell-based; 0.46% of 97,000 active; AID 729, 2007; activation, % at 4.5 µM; S1P2-expressing cell line, agonist reporter read-out; in the data active means activation above about 16%;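 further: 0% = vehicle low control and 100% = maximal reference agonist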
Target sequence (O95136 whole entry, looked up): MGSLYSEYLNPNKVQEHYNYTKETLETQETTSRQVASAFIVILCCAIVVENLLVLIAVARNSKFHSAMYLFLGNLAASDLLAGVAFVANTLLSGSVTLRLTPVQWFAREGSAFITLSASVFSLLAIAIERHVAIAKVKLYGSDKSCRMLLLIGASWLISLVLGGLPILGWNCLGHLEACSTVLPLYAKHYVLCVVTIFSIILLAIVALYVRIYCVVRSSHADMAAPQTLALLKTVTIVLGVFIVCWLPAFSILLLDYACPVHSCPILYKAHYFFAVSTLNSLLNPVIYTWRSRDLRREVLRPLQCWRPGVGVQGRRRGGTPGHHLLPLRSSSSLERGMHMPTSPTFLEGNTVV
Rev-RRE block: HIV-1 Rev-RRE binding inhibitors, primary screen, biochemical, FRET, protein-RNA interaction; Rev peptide-RRE RNA binding; inhibition, % at 8 µM; 0.79% of 97,000 active;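 active means inhibition above the screen-wide mean plus 3 SD, cut at about 35% in these data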;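 further: 0% = median DMSO wells and 100% = median Neomycin B control wells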
Target sequence (P05866 whole entry, looked up): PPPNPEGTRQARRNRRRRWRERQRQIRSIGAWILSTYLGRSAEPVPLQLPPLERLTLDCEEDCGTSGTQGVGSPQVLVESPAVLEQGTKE
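Assay system: Labelled RRE RNA duplex and labelled Rev peptide | Times: 5 min preincubation and 15 min binding, 25 °C | Detection: FRET, ex 480 nm, em 540 and 671 nm | Evaluation: % inhibition of FRET ratio versus controls | Benchmarks: DMSO wells as 0% and neomycin B wells as 100% inhibition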
EphB4 ephrin blk: EphB4-ephrin-B2 interaction antagonists, primary screen, biochemical, TNYL-RAW peptide probe, fluorescence polarization; AID 720, 2007; EphB4 LBD / TNYL-RAW-Alexa532 peptide; 0.15% of 97,000 active; inhibition, % at 7 µM; Ephrin type-B receptor 4 (Homo sapiens), P54760;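 active means inhibition above the screen-wide mean inhibition plus 3 SD, cut at about 15% in these data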;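 further: 0% = DMSO wells and 100% = excess unlabeled TNYL-RAW peptide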
FAK inh: FAK kinase inhibitors, primary screen, biochemical. Focal adhesion kinase 1 (Homo sapiens), Q05397. biochemical FAK kinase activity assay. inhibition, %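 (tested at 7 µM)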. 0.84% of 97,000 active; in the data active means inhibition above about 19%;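 further: 0% = DMSO and 100% = reference compound high control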
PTPN22 act: LYP phosphatase activators, primary screen, biochemical, DiFMUP fluorescence, 2 µM; Tyrosine-protein phosphatase non-receptor type 22 (Homo sapiens), Q9Y2R2; recombinant LYP; 0 = plate median, 100 = signal doubled; activation, % at 2 µM; 0.11% of 96,000 active;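 active means activation at 2 µM above a set limit, the mean plus 5 SD, cut at about 37% in these data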
S1P2 antag: human S1P2 receptor antagonists, primary screen, cell-based | 0.21% of 97,000 active | AID 736, 2007 | Sphingosine 1-phosphate receptor 2 (Homo sapiens), O95136 | inhibition, % at 5 µM | cell-based S1P2 antagonist assay, inhibition at 5 uM; in the data active means inhibition above about 45%;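 further: CRE beta-lactamase reporter cells expressing human S1P2 stimulated with S1P; 0% = agonist at EC80 alone and 100% = agonist plus reference antagonist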
The depositor's hits bear a star; / = no result given. Unless noted, no stated cut-off is given here; in the data, active means inhibition above about 30%; inactive means the rest.

item	SMILES	S1P2 agonist	EphB4 ephrin blk	S1P2 antag	PTPN22 act	Rev-RRE block	PostGolgi ctrl	PostGolgi yeast	LYP inh 2	FAK inh
1	COc1ccccc1N1CCN(C(=O)C2C3C=CC4(CN(Cc5ccccc5Cl)C(=O)C24)O3)CC1 (stereo not drawn)	-6	2	21	-15	-1	-6	-3	13	3
2	O=C1OCCC1Sc1nnnn1-c1ccccc1 (stereo not drawn)	-8	2	4	11	5	-4	8	-9	0
3	CCOC(=O)c1[nH]cnc1C(=O)Nc1ccncc1	-2	3	-3	14	2	3	15	-19	4
4	COC(=O)CNC(=O)CNC(=O)Nc1ccccc1Cl	-3	9	-9	-1	5	9	-9	0	-1
5	COc1cc(CNCCCN2CCOCC2)ccc1OCC(=O)Nc1cccc(C(F)(F)F)c1	-5	2	11	0	13	1	2	4	5
6	CCOC(=O)C1CCN(C(=O)C2CCN(S(=O)(=O)c3cccc4cccnc34)CC2)CC1	-2	-1	10	2	6	32*	4	-2	-1
7	CCCN1CN(Cc2ccccc2)CC2=C1CC(C)(C)CC2=O	-7	0	19	-6	-1	4	8	3	-6
8	COC(=O)c1ccc(-c2nc(-c3ccc(Br)o3)no2)cc1	-3	-5	-23	8	5	5	-4	-8	2
9	Cc1cc(NC(=O)C2CC=CCC2C(=O)O)no1 (stereo not drawn)	1	0	2	-7	8	3	13	6	0
10	Cc1ccc(S(=O)(=O)Nc2cc(C(=O)NCCN(C)C)ccc2N2CCCCC2)cc1	-8	-4	8	-2	0	20	-5	0	-2
11	C=CCOc1ccc(C(=O)N(Cc2ccc(N(C)C)cc2)C2CCS(=O)(=O)C2)cc1 (stereo not drawn)	1	3	15	-3	-1	5	7	3	-1
12	Cc1ccc(Cn2ncc3c(N4CCN(c5ccc(C)cc5)CC4)ncnc32)cc1	-1	-5	-13	-8	4	1	0	5	3
13	COc1ccc(N2CCN(CCCn3c(=S)[nH]c4ncccc4c3=O)CC2)cc1	-3	6	-3	-15	2	10	16	14	0
14	O=c1cc(Cl)[nH]c(=O)n1CCNc1ncc(C(F)(F)F)cc1Cl	-2	2	-20	3	52*	2	-20	0	4
15	O=C(CN1CCN(Cc2ccccc2Cl)C1=O)NC1CCCCCCC1	-3	0	-15	5	10	22	-2	-4	3
16	O=c1[nH]c2ccc(Cl)cc2c(=O)n1Cc1ccco1	-8	4	2	1	2	18	15	-5	4
17	CCOc1ccc(NC(=S)Nc2ccc(C)c([N+](=O)[O-])c2)cc1	-3	8	-29	-2	-4	-1	6	-1	3
18	Cc1cc(C(=O)NC(C)C)on1	-2	8	16	-6	2	14	4	3	-2
19	CS(=O)(=O)N(CC(=O)Nc1ccccc1Sc1ccccc1)C1CCCCC1	-3	-5	-10	-2	1	12	6	-1	0
20	COc1ccc(Cl)cc1-c1nc(-c2ccc(Br)o2)no1	-2	-2	5	7	5	6	-7	-7	-1
21	O=C(c1cccs1)N1CCN=C1SCc1ccccc1	-8	1	-2	9	5	7	7	-13	1
22	COC1CCCCC1Nc1cccc(SC)c1 (stereo not drawn)	-2	-1	-5	4	-3	35*	-6	0	-3
23	CCOC(=O)COc1cccc2c(=O)n(CC(=O)N3CCc4ccccc43)ccc12	-3	-2	14	2	0	-3	-2	-5	-1
24	COC(=O)C1=C(NC(=O)c2cccs2)CCS1	-2	-4	7	-12	3	6	-1	11	-3
25	O=S(=O)(NCc1ccccn1)c1ccc(Br)s1	-6	-4	8	7	6	12	-4	-7	-3

3 entries from above, in transposed form:
[19] CS(=O)(=O)N(CC(=O)Nc1ccccc1Sc1ccccc1)C1CCCCC1
[21] O=C(c1cccs1)N1CCN=C1SCc1ccccc1
[17] CCOc1ccc(NC(=S)Nc2ccc(C)c([N+](=O)[O-])c2)cc1

Assay by compound,19,21,17
S1P2 agonist,-3,-8,-3
EphB4 ephrin blk,-5,1,8
S1P2 antag,-10,-2,-29
PTPN22 act,-2,9,-2
Rev-RRE block,1,5,-4
PostGolgi ctrl,12,7,-1
PostGolgi yeast,6,7,6
LYP inh 2,-1,-13,-1
FAK inh,0,1,3

Copied from above (13 entries):
item	SMILES	S1P2 agonist	EphB4 ephrin blk	S1P2 antag	PTPN22 act	Rev-RRE block	PostGolgi ctrl	PostGolgi yeast	LYP inh 2	FAK inh
13	COc1ccc(N2CCN(CCCn3c(=S)[nH]c4ncccc4c3=O)CC2)cc1	-3	6	-3	-15	2	10	16	14	0
14	O=c1cc(Cl)[nH]c(=O)n1CCNc1ncc(C(F)(F)F)cc1Cl	-2	2	-20	3	52*	2	-20	0	4
15	O=C(CN1CCN(Cc2ccccc2Cl)C1=O)NC1CCCCCCC1	-3	0	-15	5	10	22	-2	-4	3
16	O=c1[nH]c2ccc(Cl)cc2c(=O)n1Cc1ccco1	-8	4	2	1	2	18	15	-5	4
17	CCOc1ccc(NC(=S)Nc2ccc(C)c([N+](=O)[O-])c2)cc1	-3	8	-29	-2	-4	-1	6	-1	3
18	Cc1cc(C(=O)NC(C)C)on1	-2	8	16	-6	2	14	4	3	-2
19	CS(=O)(=O)N(CC(=O)Nc1ccccc1Sc1ccccc1)C1CCCCC1	-3	-5	-10	-2	1	12	6	-1	0
20	COc1ccc(Cl)cc1-c1nc(-c2ccc(Br)o2)no1	-2	-2	5	7	5	6	-7	-7	-1
21	O=C(c1cccs1)N1CCN=C1SCc1ccccc1	-8	1	-2	9	5	7	7	-13	1
22	COC1CCCCC1Nc1cccc(SC)c1 (stereo not drawn)	-2	-1	-5	4	-3	35*	-6	0	-3
23	CCOC(=O)COc1cccc2c(=O)n(CC(=O)N3CCc4ccccc43)ccc12	-3	-2	14	2	0	-3	-2	-5	-1
24	COC(=O)C1=C(NC(=O)c2cccs2)CCS1	-2	-4	7	-12	3	6	-1	11	-3
25	O=S(=O)(NCc1ccccn1)c1ccc(Br)s1	-6	-4	8	7	6	12	-4	-7	-3

(further entries)
item	SMILES	S1P2 agonist	EphB4 ephrin blk	S1P2 antag	PTPN22 act	Rev-RRE block	PostGolgi ctrl	PostGolgi yeast	LYP inh 2	FAK inh
26	CCCCCCCCOC(=O)C1=C(C)Nc2nnnn2C1c1cccs1 (stereo not drawn)	-6	9	-25	-7	19	79*	18	10	2
27	COc1ccc(C(=O)NCc2nc3ccccc3[nH]2)cc1OC	-6	6	18	8	7	12	3	-9	0
28	CCC(CC)C(=O)Nc1cc(C(=O)NCCc2ccccc2)ccc1Cl	-5	2	0	12	2	10	5	-9	-3
29	COC(=O)C(NC(C)=O)(Nc1nc(C)cs1)C(F)(F)F (stereo not drawn)	-5	3	-5	0	0	3	-2	0	-1
30	COc1cc(=O)n2c(n1)SCCC2	-4	-11	-27	3	0	5	-2	-1	-4
31	O=C(NCc1ccccn1)c1ccc(Cn2cc(Br)cn2)o1	-6	10	18	-12	12	-2	4	15	10
32	O=C(O)Cn1cc2c(n1)CCCC2	-2	3	4	12	7	4	2	-13	-3
33	N/C(=N\OS(=O)(=O)c1ccccc1)c1ccncc1	-7	-5	-2	-2	7	9	-3	-1	5
34	COc1cccc(/C=N/NC(=O)c2c(-c3ccccc3)noc2C)c1O	-2	-2	-7	-6	0	6	-8	11	4
35	Cc1ccc(Nc2c3c(nc4ncnn24)CC(C)CC3)cc1 (stereo not drawn)	-5	3	11	-2	7	7	5	2	1
36	O=C(Nc1nnc(C2CC2)s1)c1cc2c(s1)CCCCCC2	0	-1	2	-4	6	1	-7	4	-11
37	CCOC(=O)C1CCN(C(=O)CN(Cc2ccc(Cl)cc2)S(C)(=O)=O)CC1	-4	7	-9	-2	4	2	5	0	-2
38	O=C(NCCCn1ccnc1)c1ccccc1NS(=O)(=O)c1ccc(F)c(F)c1	-5	8	7	-2	6	11	-5	4	0
39	COc1cccc(C2=NOC(C(=O)NCCCn3ccnc3)C2)c1 (stereo not drawn)	-2	-1	-5	0	3	22	6	3	4
40	CCOC(=O)C(Cc1ccccc1)C(=O)Nc1nccs1 (stereo not drawn)	-13	7	15	4	3	1	2	-6	-6
41	O=S1(=O)NC2CCCCCN2c2ccc(F)cc21 (stereo not drawn)	-2	0	13	2	12	-4	2	-4	6
42	COC(=O)c1ccc(/C=N/OCC(=O)NC2CCCCCCC2)cc1	-6	4	-5	7	15	20	5	-4	4
43	COCCCNC(=O)COc1ccc(S(=O)(=O)Nc2ccccc2)cc1	-2	-10	-10	4	2	8	-1	-8	-1
44	COc1ccc(OC)c(-n2cnc3cc(C(=O)O)ccc32)c1	-3	-2	3	-8	6	-11	0	8	-2
45	O=C(CN1C(=O)COc2ccccc21)N1CCc2ccccc2C1	-7	6	-1	0	11	/	/	3	-2
46	O=C(NCCN1CCN(c2cccc(Cl)c2)CC1)C1CCCN(S(=O)(=O)c2cnc[nH]2)C1 (stereo not drawn)	-1	2	16	5	9	0	-10	-6	-5
47	CC(C)C(=O)NC(C)C(c1cccs1)N1CCN(C)CC1 (stereo not drawn)	-4	0	11	-2	3	2	5	2	0
48	CN1CC=C2C(C#N)=C(N)C(C#N)(C#N)[C@H](c3cccc(Cl)c3)C2C1 (stereo partly drawn)	-2	6	11	2	64*	6	7	-5	-2
49	Cc1ccccc1-c1nc(CS(=O)CC(=O)NCCCN(C)c2ccccc2)c(C)o1 (stereo not drawn)	-3	10	-3	-3	-2	14	-3	1	-1
50	CC(=O)c1ccc(NC(=O)CCn2c(=O)oc3ccccc32)cc1	-5	1	4	6	0	7	2	-10	1
51	O=S(=O)(Cc1ccccc1Cl)N1CCN(Cc2ccc3c(c2)OCO3)CC1	-9	7	17	-4	10	35*	89*	6	1
52	Cc1cc(NC(=O)c2ccccc2)sc1C	-3	2	-2	-8	5	-4	16	6	4

Compound activity: PubChem BioAssay, several laboratories
